TbHK1 inh: blocks Trypanosoma brucei hexokinase 1 activity; recombinant TbHK1, G6PDH-coupled NADH A340; inhibition, % at 10 µM; 220,000 tested, 0.11% active;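 active = inhibition of 50% or more in the single-dose primary screen; inactive = inhibition below 50%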
Furin inhibitor: inhibitors of human furin; 220,000 tested, 0.061% active; inhibition, % at 30 µM; AID 463115; purified furin, fluorogenic substrate cleavage; in the data active = inhibition above about 25%; note: inactives centre near -15
Target sequence (P09958 108-714 limits assumed): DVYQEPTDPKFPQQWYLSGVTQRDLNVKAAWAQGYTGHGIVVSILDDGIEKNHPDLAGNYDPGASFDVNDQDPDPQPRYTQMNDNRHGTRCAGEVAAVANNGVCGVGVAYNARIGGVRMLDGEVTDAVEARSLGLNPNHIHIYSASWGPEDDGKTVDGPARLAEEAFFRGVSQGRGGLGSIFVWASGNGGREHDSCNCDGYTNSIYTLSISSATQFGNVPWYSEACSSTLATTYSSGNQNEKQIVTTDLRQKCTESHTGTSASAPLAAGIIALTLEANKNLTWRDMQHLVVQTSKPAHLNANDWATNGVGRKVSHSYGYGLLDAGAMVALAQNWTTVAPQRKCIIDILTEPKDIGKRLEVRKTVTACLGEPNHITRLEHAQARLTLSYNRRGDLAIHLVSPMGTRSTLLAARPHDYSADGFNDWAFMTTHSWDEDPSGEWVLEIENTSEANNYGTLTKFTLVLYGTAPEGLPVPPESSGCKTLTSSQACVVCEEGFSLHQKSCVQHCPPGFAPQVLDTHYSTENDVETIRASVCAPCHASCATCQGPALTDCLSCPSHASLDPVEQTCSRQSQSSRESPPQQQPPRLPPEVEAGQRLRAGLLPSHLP
p97 inhibitor: blocks human p97 ATPase activity | recombinant p97 ATPase, Kinase-Glo ATP luminescence, 3 h | inhibition, % at 8 µM | 220,000 tested, 0.42% active | AID 1481; in the data active = inhibition above about 15%;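 note: 0% = DMSO vehicle and 100% = wells lacking enzyme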
PPC-1+TRAIL kill: PPC-1 cancer cell killing with TRAIL present | 220,000 tested, 0.41% active | cell killing (% activity), % at 4 µM | PPC-1 cells + TRAIL, ATPLite viability luminescence;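 active = cell killing above 50% in the first pass at 4 µM, then a duplicate retest at 5 µM averaging 50% or more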;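 note: plate controls were cells with TRAIL plus DMSO for no effect and medium-only wells lacking cells for full effect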
BaF3 parental: reduces parental Ba/F3 cell viability, JAK2V617F counter-screen; AID 1486; CellTiter-Glo ATP luminescence; inhibition, % at 5.6 µM; 220,000 tested, 1.1% active;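 active = inhibition above a per-campaign cutoff, the mean inhibition of all tested compounds plus 3 SD, cut at about 27% in these data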;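 note: 0% = DMSO wells and 100% = JAK Inhibitor I control wells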
NCF1 inh: blocks human p47phox regulatory protein of NADPH oxidases; P14598; 220,000 tested, 0.53% active; inhibition, % at 24.7 µM; AID 1274; p47phox/p22phox peptide binding, fluorescence polarization, 2 h;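 active = inhibition above about 30%, limit read from the data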;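 note: 0% = p47phox with labelled peptide and 100% = labelled peptide alone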
PGE2 EP2 inh: EP2 receptor (human) inhibition; inhibition, % at 25 µM; 260,000 tested, 0.52% active; AID 1422; C6 glioma cells expressing human EP2, cAMP TR-FRET; cells stimulated with saturating PGE2;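 active = percent inhibition above 40 after rounding to a whole number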;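 note: rat C6 glioma host cells with rolipram phosphodiesterase inhibitor present; the protocol text gives 20 µM as final concentration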
Ba/F3 V617F tox: lowers viability of Ba/F3 cells expressing EpoR and JAK2V617F | ATP luminescence | inhibition, % at 5.6 µM | 220,000 tested, 1.1% active | AID 1446;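 active = inhibition above the campaign mean plus 3 SD over all tested compounds, cut at about 24% in these data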;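 note: cytokine-independent growth of Ba/F3 cells driven by EpoR plus mutant JAK2; 0% = DMSO-treated cells and 100% = JAK inhibitor I control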
RBBP9 inhibitor: inhibitors of human serine hydrolase RBBP9; O75884; recombinant RBBP9, FP-Rh probe fluorescence polarization; inhibition, % at 7.94 µM; 220,000 tested, 0.2% active; AID 1515;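 active = inhibition above the campaign mean of all tested compounds plus 3 SD, cut at about 14% in these data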;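 note: plate controls were DMSO wells with RBBP9 for no effect and wells lacking RBBP9 protein for full effect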
Target sequence (O75884 whole entry, looked up): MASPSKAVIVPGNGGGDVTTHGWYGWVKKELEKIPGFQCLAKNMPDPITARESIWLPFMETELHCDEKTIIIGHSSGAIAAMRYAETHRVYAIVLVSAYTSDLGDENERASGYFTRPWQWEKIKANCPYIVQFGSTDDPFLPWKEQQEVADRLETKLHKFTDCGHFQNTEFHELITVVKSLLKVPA
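Material: RBBP9 protein. Amount: RBBP9 at 2.5 µM in dispensed solution, before mixing. Schedule: 30 min then 45 min, 25 °C. Medium: Tris buffer pH 8.0, NaCl, Pluronic. Measured by: fluorescence polarization. Measure: percent inhibition from mP, scaled between DMSO and no-protein wells. Replication: one well per compound.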
* hit, by the source's call; nt = not tested or not shown; & = joins results of further samples; [ ] = remark or other dose.

# | SMILES | TbHK1 inh | Furin inhibitor | p97 inhibitor | PPC-1+TRAIL kill | BaF3 parental | NCF1 inh | PGE2 EP2 inh | Ba/F3 V617F tox | RBBP9 inhibitor
1 | c1ccc2nc3c(nc2c1)CCc1nonc1-3 | -24.7 | -2.5 | -0.5 | 12.0 | 1.7 | -6.1 | 7.6 | 1.3 | -10.4
2 | COc1ccc(CNc2ccc([N+](=O)[O-])cc2C)cc1 | -8.6 | -2.7 | -1.5 | -12.0 | -5.9 | 4.4 | 1.9 | 0.0 | -8.2
3 | NS(=O)(=O)c1ccc(NC(=O)C(Sc2ccccc2)c2ccccc2)cc1 (stereo unspecified) | -2.0 | -1.3 | 7.8 | 7.9 | 0.8 | -8.3 | 5.1 | -3.5 | -1.8
4 | Cc1ccc(S(=O)(=O)c2c(N)n(CCC(C)C)c3nc4ccccc4nc23)cc1 | -12.5 | -20.2[20 µM] | 1.7 | 12.4 | 6.4 | -8.8 | 1.8 | -2.0 | -11.2
5 | Cn1c(SCC#N)nnc1-c1cnccn1 | 4.7 | -11.6[20 µM] | -2.0 | 8.8 | 4.3 | 1.2 | 2.6 | 4.6 | -4.4
6 | COc1ccc(-c2nnn(CC(=O)N(CC(=O)NC3CCCC3)Cc3cccs3)n2)cc1OC | 4.9 | -25.9 | 1.7 | 5.6 | 6.1 | -9.4 | 1.8 | 1.6 | -8.3
7 | Cc1nn(-c2ccccc2)c(C)c1C(=O)OCC(=O)N1CC(=O)Nc2ccccc21 | -5.8 | -22.5 | 0.0 | -6.9 | 4.4 | -5.7 | 7.0 | 0.9 | -7.9
8 | C=CCn1cnc2c(nnn2Cc2ccc(F)cc2)c1=O | -6.3 | -8.0 | 4.7 | -5.3 | -2.6 | -8.8 | 5.4 | 0.2 | -5.7
9 | Cc1noc(C)c1COC(=O)[C@H](C)NS(=O)(=O)c1ccc(Cl)c(Cl)c1 | -3.5 | -2.3[20 µM] | -0.5 | -6.6 | -2.4 | -27.6 | 17.9 | -4.4 | -11.2
10 | CSc1ccccc1NC(=O)CSCc1ccc(Br)cc1 | 12.1 | -7.3[20 µM] | -14.1 | 6.5 | 3.2 | -0.7 | nt | 4.5 | -12.4
11 | CC(C(=O)NCC1(c2ccccc2)CCCC1)N1CCOCC1 (stereo unspecified) | 4.6 | -14.0 | -6.1 | -5.9 | 2.8 | -9.1 | 11.6 | 3.8 | -8.8
12 | Cc1cccc(NC(=S)NC(C)(C)CC(C)(C)C)c1 | 6.9 | -3.7 | 3.8 | 14.6 | -3.4 | -0.4 | 1.1 | -2.7 | 2.2
13 | CSc1nnc(-c2ccc(Br)s2)n1C | -6.7 | -4.2 | -6.9 | 14.2 | -2.2 | -15.1 | 5.0 | 4.4 | -14.9
14 | Cc1ccc2nc(NC(=O)CN3C(=O)C4CC=CCC4C3=O)sc2c1 (stereo unspecified) | 6.3 | -11.0 | -7.0 | 9.1[5 µM] | 1.9 | -1.5 | 1.1 | 2.6 | -8.7
15 | CCOC(=O)c1nn(-c2ccc3c(c2)OCCO3)cc1O | -8.2 | -26.8 | 0.7 | 48.4[5 µM] | 2.5 | 1.1 | -2.8 | 2.4 | -7.9
16 | CCCc1nnc(NC(=O)CC(=O)Nc2ccccc2C(=O)O)s1 | -1.7 | -17.3[20 µM] | 6.0 | 28.5 | -0.9 | -1.9 | 9.2 | -1.9 | 5.7
17 | O=c1cc(CSc2nc(NCc3ccccc3)c3ccccc3n2)nc2ccc(Cl)cn12 | -7.2 | -7.8 | 5.8 | 11.2 | 8.5 | 10.4 | 5.1 | -3.6 | -3.8
18 | Cc1ccc(O)c(-c2cc(-c3ccccc3F)[nH]n2)c1 | -2.3 | -24.5[20 µM] | 0.6 | 22.1 | 6.4 | -7.4 | 12.9 | 7.7 | -10.5
19 | FC(F)(F)c1ccc(C2[C@H]3CN(Cc4cccnc4)[C@H](c4ccccc4)C34CC2(c2ccccc2)C4)cc1 (stereo partly specified) | -5.9 | -16.3 | nt | 13.9 | nt | -11.2 | 16.4 | nt | nt
20 | Cc1cc(NC(=O)c2cncc(Br)c2)no1 | 5.6 | -8.4[20 µM] | -5.3 | -9.9 | 3.8 | -13.2 | 5.2 | 2.3 | -1.8

Compound profiles, as listed above. Values in the order: TbHK1 inh	Furin inhibitor	p97 inhibitor	PPC-1+TRAIL kill	BaF3 parental	NCF1 inh	PGE2 EP2 inh	Ba/F3 V617F tox	RBBP9 inhibitor
O=c1cc(CSc2nc(NCc3ccccc3)c3ccccc3n2)nc2ccc(Cl)cn12 in the list: -7.2	-7.8	5.8	11.2	8.5	10.4	5.1	-3.6	-3.8
Cc1ccc2nc(NC(=O)CN3C(=O)C4CC=CCC4C3=O)sc2c1 (stereo unspecified) in the list: 6.3	-11.0	-7.0	9.1[5 µM]	1.9	-1.5	1.1	2.6	-8.7
C=CCn1cnc2c(nnn2Cc2ccc(F)cc2)c1=O in the list: -6.3	-8.0	4.7	-5.3	-2.6	-8.8	5.4	0.2	-5.7

Additional results.
# | SMILES | TbHK1 inh | Furin inhibitor | p97 inhibitor | PPC-1+TRAIL kill | BaF3 parental | NCF1 inh | PGE2 EP2 inh | Ba/F3 V617F tox | RBBP9 inhibitor
21 | Cc1ccc(S(=O)(=O)NC2=C(N3CCN(c4ccccc4F)CC3)C(=O)c3ccccc3C2=O)cc1 | -7.4 | -14.5 | -3.6 | 21.0 | 3.0 | -6.7 | 6.4 | -1.2 | -1.4
22 | O=C(Nc1ccc2cn[nH]c2c1)c1ccc(Cl)c(S(=O)(=O)N2CCOCC2)c1 | -2.2 | -3.4 | 0.9 | 12.4 | 0.9 | -8.7 | 8.6 | -4.1 | -4.9
23 | COc1ccccc1C(=O)Nc1nnc(-c2ccc(Cl)cc2)o1 | -12.0 | -33.8 | nt | 9.0 | nt | -1.3 | 8.8 | nt | nt
24 | COc1ccc(/C(O)=C2/C(=O)C(=O)N(CCCN(C)C)C2c2cccc(Cl)c2)cc1OC (stereo unspecified) | -6.9 | -10.5 | 1.3 | 15.8 | 6.2 | -0.1 | 9.2 | -0.7 | -2.7
25 | C=CCNc1nc(C(=O)OCC)nc2ccccc12 | -10.2 | -6.9 | 4.6 | 24.4 | 2.2 | -5.3 | 2.6 | -1.5 | -2.5
26 | Cc1ccc(C)c(N2CC(C(=O)O)CC2=O)c1 (stereo unspecified) | 0.0 | -29.6 | 7.0 | 1.4 | -1.0 | -6.5 | 1.6 | -1.9 | 5.6
27 | CCOC(=O)C1=C(N)Oc2cc(C)n(CCc3ccc(OC)c(OC)c3)c(=O)c2C1c1cccnc1 (stereo unspecified) | -3.1 | -25.0 | -2.5 | 28.0 | 6.8 | -4.9 | 9.8 | -1.1 | -4.5
28 | COc1ccc(NC(=O)c2ccc(-n3cccn3)nc2)c(OC)c1 | -0.6 | -17.3 | -3.2 | 24.9 | 4.4 | -12.1 | 9.4 | -1.6 | -1.2
29 | COc1ccc(CCNC(=O)Cn2nnc(-c3ccc(N4CCOCC4)cc3)n2)cc1OC | 51.1* | -5.1 | -2.4 | 14.6 | 1.7 | -8.7 | 8.1 | 2.6 | -2.6
30 | [O-]/C(=C(\C(=S)Nc1ccccc1F)[n+]1ccccc1)c1ccc(OC(F)F)cc1 | -29.2 | -21.3 | -0.3 | 18.6 | -4.5 | -8.0 | 5.9 | -1.4 | 0.4
31 | CCCC(=O)Nc1ccc(C(=O)Nc2cc(C(F)(F)F)ccc2Cl)cc1 | 5.8 | -7.6[20 µM] | -0.4 | 15.2 | 0.4 | -1.8 | 8.5 | -2.6 | -14.0
32 | CCN(c1nc(C)cc(OC)n1)S(=O)(=O)c1ccccc1 | -3.7 | 1.4[20 µM] | -5.8 | -3.3 | 6.0 | -14.3 | 7.2 | 0.9 | -12.9
33 | Cc1ccc(NC(=O)c2cc([N+](=O)[O-])ccc2N2CCCC2)cc1 | 3.9 | -9.0 | -5.0 | 46.6 | 4.2 | -4.2 | 4.7 | 2.1 | -7.9
34 | COC(=O)c1ccccc1NC(=O)CN1CCC(NC(=O)c2ccccc2C)CC1 | 0.6 | -5.9 | -2.7 | 6.5 | 5.0 | 18.2 | 4.0 | -2.8 | -6.3
35 | CC(C)(C)c1ccc(S(=O)(=O)N2CCC(CO)(CC3CCCCO3)CC2)cc1 (stereo unspecified) | 1.2 | -20.9 | 2.7 | -11.8 | 2.8 | -5.2 | 5.4 | -2.3 | -6.1
36 | Cc1ccc(NC(=O)NCCCc2ccccc2)cc1 | 2.7 | -14.8[20 µM] | -3.6 | 11.6 | -1.8 | -5.0 | 4.4 | 3.2 | 1.2
37 | O=C(Cn1nnc(-c2ccc(Cl)cc2)n1)NCC1CCCCC1 | 3.7 | -26.5 | 1.5 | 3.8 | 2.6 | -6.5 | 10.4 | -2.9 | -11.0
38 | O=S1(=O)C=CC(Nc2cccc(Cl)c2)C1 (stereo unspecified) | 2.0 | -5.9[20 µM] | 2.2 | 12.9 | 11.2 | -6.7 | 6.3 | 6.5 | 2.5
39 | CNC(=S)N(Cc1cc2cc(OC)c(OC)cc2[nH]c1=O)C1CCCC1 | -11.4 | -26.5 | 6.3 | 8.0 | -2.5 | 9.2 | 10.1&4.7 | -2.7 | 1.9
40 | CC(C)(C)NC(=O)CSc1nc2[nH]ncc2c(=O)[nH]1 | -1.2 | -19.4 | 1.9 | 8.1 | 4.5 | -12.9 | 2.2 | -1.5 | -12.5
41 | COC(=O)C1=C(C)N(Cc2ccc(C)cc2)C(=O)/C1=C\c1cc(OC)c(OC)c(OC)c1 | -6.1 | -20.5 | -4.1 | 23.5 | 4.6 | -24.8 | 12.3 | 0.7 | -14.4
42 | O=C(O)CCN1CC2([N+](=O)[O-])CC=C(OCCO)C([N+](=O)[O-])(C1)C2 (stereo unspecified) | -0.7 | -21.2 | -0.3 | 14.4 | 6.0 | 1.6 | 6.3 | -0.6 | 4.7
43 | CCOC(=O)c1[nH]c2ccc(F)cc2c1NC(=O)CN1CCc2cc(OC)c(OC)cc2C1 | -6.7 | -11.3 | -0.3 | 10.3 | 8.4 | -18.1 | nt | 7.8 | -8.0
44 | CCn1c(SCC(=O)Nc2ccccc2C(=O)OC)nnc1-c1ccc(N)cc1 | -0.7 | -10.3 | 3.7 | 12.2 | 6.9 | -1.2 | 6.5 | -2.4 | -4.8
45 | CCC(=O)Nc1cccc(NC(=O)CSc2nnc(C3CC3)n2C)c1 | -0.5 | -24.1 | 1.7 | 15.7 | 1.8 | -1.3 | 14.2&25.9 | -3.9 | -8.2
46 | CC(=O)NC(CC(=O)O)c1ccccc1 (stereo unspecified) | -6.8 | -15.0 | 3.1 | 12.3 | 0.0 | -8.1 | 8.0 | -4.3 | -0.9
47 | COc1ccc(/C(C#N)=C/c2ccccn2)cc1 | -52.1 | -6.9 | 0.0 | 11.0 | -2.8 | -5.6 | 7.1 | 3.5 | -9.2
48 | O=C(c1ccccc1)N1N=C(c2ccccc2)CC1c1ccccc1O (stereo unspecified) | 2.9 | -0.9 | 0.5 | -21.5 | 4.2 | -9.9 | 6.5 | 0.3 | -9.6
49 | Cc1ccsc1C1C(C#N)=C(N)N(N(C)C)C2=C1C(=O)CC(C)(C)C2 (stereo unspecified) | -4.0 | -4.9 | 3.7 | 10.5 | -1.9 | -14.7 | 8.3 | 1.6 | 4.1
50 | O=c1c2cc([N+](=O)[O-])ccc2nc(CN2CCN(c3ccccn3)CC2)n1-c1ccccc1F | -15.6 | -16.9 | 4.4 | 9.2 | 6.4 | -4.2 | 4.4 | -1.1 | -10.6
51 | Fc1ccc(NC(=S)Nc2ccccc2N2CCOCC2)cc1Cl | 14.6 | -10.6 | 6.4 | -1.4 | 5.3 | 0.7 | 3.5 | 1.0 | 4.5
52 | Cn1cc([N+](=O)[O-])c(C(=O)Nc2ccn(C34CC5CC(CC(C5)C3)C4)n2)n1 | -1.6 | -12.2 | -1.5 | 27.0 | -0.3 | -1.7 | 7.3 | -0.6 | -2.9

An excerpt (hit frequency here may not be typical).
